# Source: PubChem BioAssay
# RmlC RmlD mix = mixture blocks RmlC and RmlD coupled enzyme activity; 110,000 compounds, 0.39% hits; inhibition, % at 5.5 µM; RmlC/RmlD coupled enzyme inhibition, 384-well mixture HTS; AID 1532; in the data active = inhibition above about 30%, passing the limit was not always enough; also: strong numbers were not always called active
# HIV RNase H inh = blocks HIV-1 RNase H cleavage of RNA/DNA duplex; P04585; RT-RNase H RNA/DNA duplex cleavage, fluorescence; inhibition, % at 10 µM; 65,000 compounds, 1.9% hits; AID 565; in the data active = inhibition above about 50%
# An asterisk follows results filed as active; . = not tested or not shown.
SMILES,RmlC RmlD mix,HIV RNase H inh
COC(=O)c1cc(NC(=O)CN2CCC(C(N)=O)(N3CCCCC3)CC2)cc(C(=O)OC)c1,-2,-1
CC1(C)Cc2c(sc3c2c(=N)n(Cc2ccco2)c(=O)n3Cc2ccc(F)cc2)CO1,-14,-1
Cc1ccc(S(=O)(=O)N(C)Cc2cc3ccccc3[nH]c2=O)cc1,30,-54
Cc1cccc(NC(=O)c2c(F)c(F)c(F)c(F)c2F)c1,6,.
Cc1ccc(C2C(C(=O)c3sc(-c4ccccc4)nc3C)=C(O)C(=O)N2CCN(C)C)o1 (centres undefined),.,6
O=C(NCc1ccc(Cl)cc1)c1ccc(Cn2cc(C(F)(F)F)ccc2=O)cc1,-8,.
CCOc1cc(C#N)c(NC(=O)c2ccco2)cc1OCC,7,-14
CC1CCN(C(=O)CSc2nncn2-c2ccccn2)CC1,12,76*
O=C(Oc1cccc(-n2cnnn2)c1)C1CCCCC1,-2,-25
O=C(CSc1nc2ccccc2o1)Nc1nc2ccccc2s1,-5,-6
COc1ccc(NC(=O)CSc2nc(C)cs2)cc1OC,4,.
CC(C)(C)n1ncc2c(=O)n(CC(=O)N3CCCCCC3)cnc21,-7,-14
Cc1cc(/C=C2\SC(=Nc3ccccc3)NC2=O)c(C)n1-c1ccc(S(N)(=O)=O)cc1,6,.
Oc1c(CN2CCOCC2)cc(-c2ccccc2)cc1CN1CCOCC1,-2,-6
Cc1ccc(S(=O)(=O)N2CCN(S(=O)(=O)c3ccc(C)cc3)C3OCCOC32)cc1 (centres undefined),16,4
COC(=O)CCCCCN1C(=O)NC(C2CC2)C(C(=O)OCc2ccccc2)=C1C (centres undefined),-14,.
Cc1cc2nc(-c3ccc(SCC(=O)N4CCOCC4)nc3)[nH]c2cc1C,11,7
COc1ccc(NC(=O)c2ccc(-c3ccccc3Cl)o2)cc1,9,.
Cc1ccc(C2CC(C(F)(F)F)n3nc(C(=O)NCc4c(C)nn(C)c4C)c(Cl)c3N2)cc1 (centres undefined),-8,-1
CCCN1CCC(NC(=O)Nc2ccc(F)cc2F)CC1,-19,-6
COc1ccc(CNCC(O)(c2ccc(Cl)cc2)c2ccc(Cl)cc2)cc1,-1,.
COc1ccc(-n2nc3c(c2NC(=O)C24CC5CC(CC(C5)C2)C4)CS(=O)C3)cc1 (centres undefined),6,-3
CCOC(=O)C1C(=O)OC2(CCOC(C)(C)C2)C1C(=O)OCC (centres undefined),7,0
Cc1ccc(NC(=O)CN(C)S(=O)(=O)c2cccc3cccnc23)cc1,9,-10
CC(C)OC(=O)c1c(N)n(CCCN2CCOCC2)c2nc3ccccc3nc12,38*,.
N#Cc1c(NC(=O)CSc2nc(N)cc(=O)[nH]2)sc2c1CCCCCC2,6,-20
CCNC(=O)N1C(CC(=O)OCC)C(=O)NC2CCCCC21 (centres undefined),-11,-14
Oc1oc(-c2ccccc2)nc1C=Nc1cccc2ccccc12,-15,.
COC(=O)c1cc(F)c(-n2cncn2)c(F)c1,-19,.
N#Cc1c(Cl)c(Cl)c2nnc(-c3ccc(Br)cc3)n2c1Cl,0,.
O=c1[nH]c(-c2ccc(Cl)cc2)nc2c1cnn2-c1ccccc1,-8,9
O=C/C(=C\Nc1ccc(Cl)cn1)c1nc2cc(Cl)ccc2o1,8,.
CC1CC(Nc2cccc(O)c2)=CC(=O)O1 (centres undefined),12,.
CCOc1ccc(S(=O)(=O)Nc2cc(OC)ccc2OC)cc1,5,-8
O=C(Cn1nc(C(F)(F)F)c2c1CCC2)NC1CCCCC1,-88,5
COC(=O)C1=C(C)NC(=O)/C1=C\c1cccs1,-15,.
CCOc1ccc(S(=O)(=O)N2CCCCCC2)cc1,6,.
COC(=O)c1sc2nc(-c3ccco3)ccc2c1N,-20,79*
CCCCCn1c(CCC(=O)Oc2ccccc2OC)nc2c1c(=O)[nH]c(=O)n2CCCC,6,.
CS(=O)(=O)N1CCC(C(=O)NCc2ccc(F)cc2Cl)CC1,11,-1
Cc1cc(Cl)ccc1OC(C)C(=O)NCCCCc1ccccc1 (centres undefined),10,.
O=C(Nc1ccc(Cl)cc1)C1C2CCC3C(CCC21)C3(Cl)Cl (centres undefined),-13,.
CCOc1ccccc1CN1C(=O)NC(C)(c2ccccc2)C1=O (centres undefined),-6,-18
CCN1CCN(C(=O)c2cc3cc4ccc(OC)cc4nc3s2)CC1,36,.
Cc1c(-n2cc(C(=O)c3cc(Cl)ccc3O)cc(C#N)c2=O)c(=O)n(-c2ccccc2)n1C,8,.
Cc1nn(-c2ccccn2)c2nc(-c3cccs3)cc(C(=O)NCc3ccco3)c12,29,.
CSc1ccc(S(=O)(=O)N2CCN(Cc3ccc4c(c3)OCO4)CC2)cc1,-10,17
CC(C)Oc1ccc(OCCNC2CCCC2)cc1,-12,.
O=S(=O)(c1cnccc1N1CCN(/N=C/c2ccc(Br)cc2)CC1)N1CCCCC1,-9,.
Cc1c(N2C(=O)CS/C2=N\N=C\c2ccccc2O)c(=O)n(-c2ccccc2)n1C,-7,.
O=C(Nc1ccc2c(c1)CCC2)C1CCN(c2ncccn2)CC1,4,-2
COc1ccccc1C1/C(=C(/O)c2ccccc2)C(=O)C(=O)N1CC(C)O (centres undefined),6,-3
Cc1ccc2sc3ccc(NC(=O)c4ccccc4Cl)cc3c(=O)c2c1,-70,.
O=C(Nc1ccc2c(c1)OCCO2)c1ccc(Cl)c(S(=O)(=O)N2CCCCC2)c1,2,.
Cc1ccc(/C=C/C2=NN(Cc3ccccc3Cl)C(=O)CC2)cc1,-9,.
CCOC(=O)C1CCCN(C(=O)c2ccco2)C1 (centres undefined),9,-5
COc1ccc(-n2ncc3c(Nc4cccc(C)c4)ncnc32)cc1,-5,-4
COc1ccc(S(=O)(=O)Nc2ccc3c(c2)OCO3)cc1C(=O)O,0,2
N/C(=N\OC(=O)Cc1ccc(Cl)cc1)c1ccccn1,2,.
CCOc1ccc(C2NC(=O)C(C#N)=C(S)N2c2ccc(C)cc2)cc1OC (centres undefined),-10,.

# Additional entries follow.
SMILES,RmlC RmlD mix,HIV RNase H inh
O=C(NCc1ccccn1)c1ccc(CS(=O)(=O)Cc2ccc(Cl)cc2)o1,-7,-15
C/C(=N\OC(=O)c1ccccc1)c1cc(-c2ccc(Cl)cc2)no1,-15,.
C=CCn1c(SCC(=O)Nc2c(C)n(C)n(-c3ccccc3)c2=O)nc2scc(-c3ccccc3)c2c1=O,-14,.
COc1cccc(CNC(=O)C2CCN(S(=O)(=O)N3CCCC3)CC2)c1,-13,-8
COC(/C=C/Nc1ccc(C)cc1)=C(C#N)C#N,13,.
C=C1CCN([C@@H](Cc2ccccc2)C(=O)O)S(=O)(=O)c2ccccc21,-12,.
CCn1ncc(/C=N\NC(=O)c2cc(-c3ccc(C)cc3C)nc3ccccc23)c1C,-10,.
CC(C)Cn1c(N)c(C(=O)NCC2CCCO2)c2nc3ccccc3nc21 (centres undefined),-40,-27
CC(C)C[C@H](NC(=O)c1nc[nH]c1C(=O)NCCCCCNC(=O)OC(C)(C)C)C(=O)OCc1ccccc1,-17,.
CCc1ccc(-c2nc(CN3CCC(C(=O)NCc4ccc(F)cc4)CC3)c(C)o2)cc1,-9,-3
CCCCCCCC(=O)NNC(=O)c1ccc([N+](=O)[O-])cc1,-22,.
CCOc1cc(C(=O)N(C)c2ccccc2)cc(OCC)c1OCC,5,-2

# Five structures out of the list, ordered by molecular weight, ascending.
SMILES,RmlC RmlD mix,HIV RNase H inh
CCCCCCCC(=O)NNC(=O)c1ccc([N+](=O)[O-])cc1,-22,.
CC(C)Cn1c(N)c(C(=O)NCC2CCCO2)c2nc3ccccc3nc21 (centres undefined),-40,-27
O=C(NCc1ccccn1)c1ccc(CS(=O)(=O)Cc2ccc(Cl)cc2)o1,-7,-15
CCn1ncc(/C=N\NC(=O)c2cc(-c3ccc(C)cc3C)nc3ccccc23)c1C,-10,.
C=CCn1c(SCC(=O)Nc2c(C)n(C)n(-c3ccccc3)c2=O)nc2scc(-c3ccccc3)c2c1=O,-14,.

# Later entries
SMILES,RmlC RmlD mix,HIV RNase H inh
Cc1ccc(NC(=O)CSC2=C(C#N)C(c3ccco3)C3=C(CC(C)(C)CC3=O)N2)cc1 (centres undefined),15,-24
COC(=O)CNc1n[nH]c(=S)[nH]c1=O,.,0
CC[C@@H](C)C(C(=O)N1CCN(C(=O)OC(C)(C)C)CC1)n1cc(-c2cn([C@@H](C)C(=O)N3CCN(C(=O)OC(C)(C)C)CC3)nn2)nn1 (some centres undefined),4,.
COc1ccc(CCc2cc(OC)cc(=O)o2)cc1,5,.
Cc1nc(NC(=O)COC(=O)C(NC(=O)c2ccco2)C(C)C)c(Cl)cc1Cl (centres undefined),2,13
CCC(=O)NC(Nc1cc(C)ccn1)(C(F)(F)F)C(F)(F)F,-11,.
Clc1ccc(Cn2ccc(-c3ccc4c(c3)OCO4)n2)cc1Cl,-12,.
Cc1ccc(SC[C@H](CC(C)C)N2CCN(CCc3ccccc3)CCC2=O)cc1,0,.
COc1ccc(Cn2nnnc2C(CC(C)C)N2CCN(c3ccccc3)CC2)cc1 (centres undefined),7,10
Cc1nnc(NC(=O)C2C3C=CC(O3)C2C(=O)O)s1 (centres undefined),12,-8
Cn1c(N)c(C(=O)COC(=O)c2cccs2)c(=O)n(C)c1=O,8,-6
CCc1cc2c(=O)n(Cc3ccco3)c(SCC(=O)N3CCCc4ccccc43)nc2s1,18,26

# Reprinted at random: three entries already listed, in no set order.
SMILES,RmlC RmlD mix,HIV RNase H inh
CCC(=O)NC(Nc1cc(C)ccn1)(C(F)(F)F)C(F)(F)F,-11,.
Cc1ccc(SC[C@H](CC(C)C)N2CCN(CCc3ccccc3)CCC2=O)cc1,0,.
Cc1ccc(NC(=O)CSC2=C(C#N)C(c3ccco3)C3=C(CC(C)(C)CC3=O)N2)cc1 (centres undefined),15,-24

# Later entries.
SMILES,RmlC RmlD mix,HIV RNase H inh
CCOC(=O)c1ccc(NC(=O)COc2ccc(-n3cnnn3)cc2)cc1,.,22
O=C(CCCN1C(=O)c2ccccc2C1=O)Nc1ccc(Br)cn1,7,-17
Cc1ccc(C2/C(=C(/O)c3ccccc3)C(=O)C(=O)N2CCN2CCOCC2)o1 (centres undefined),7,4
CCOC(=O)C(CC(C)C)CP(=O)(O)CNC(=O)OCc1ccccc1 (centres undefined),2,0
COC(=O)C(O)(c1c(C)[nH]n(-c2ccccc2)c1=O)C(F)(F)F (centres undefined),7,-23
O/N=C(/Cc1ccccn1)c1ccccc1,12,-28
COc1ccc(CN2[C@@H](CC(=O)O)c3cc(C(F)(F)F)ccc3S2(=O)=O)cc1,-9,.
Fc1ccc(-n2[nH]nnc2=S)cc1N1CCCC1,-5,63*
CCCCn1c(O)c(C(CC)=Nc2ccc(OC)cc2OC)c(=O)[nH]c1=O,-11,.
CCO[C@@H]1OC(C(=O)Nc2ccccc2)=C[C@H](c2coc3ccccc3c2=O)[C@H]1CCCO,11,.
N#CCC(=O)Nc1ccccc1C(=O)O,4,-1
Cc1ccccc1NC(=O)CCn1c(=O)oc2ccccc21,5,-11

# Some of the entries above, reformatted:
SMILES: CCCCn1c(O)c(C(CC)=Nc2ccc(OC)cc2OC)c(=O)[nH]c1=O
  RmlC RmlD mix: -11; HIV RNase H inh: .
SMILES: Cc1ccc(C2/C(=C(/O)c3ccccc3)C(=O)C(=O)N2CCN2CCOCC2)o1 (centres undefined)
  RmlC RmlD mix: 7; HIV RNase H inh: 4

# Next compounds follow.
SMILES,RmlC RmlD mix,HIV RNase H inh
Cc1nc2c(C)cccn2c1C(=O)c1ccccc1,9,.
Cc1ccc(OCC(=O)c2cc(C)c(C)cc2C)c([N+](=O)[O-])n1,40,.
O=C(NCCCn1ccnc1)c1cccc(S(=O)(=O)Nc2ccccc2F)c1,13,6
Cc1cccc(N2CCN(c3cc(C)nc4nnnn34)CC2C)c1 (centres undefined),.,-1
O=C(CCc1ccc(S(=O)(=O)NC2CCCCC2)cc1)NCc1ccccc1,-12,.
Clc1cccc(Cl)c1CSc1nnc(-c2sccc2-n2cccc2)o1,6,.
O=C(NC1(C(F)(F)F)Oc2ccccc2O1)N1CCC2(CC1)OCCO2,1,.
Cc1c(NC(=O)CC(=O)Nc2c(C)n(C)n(-c3ccccc3)c2=O)c(=O)n(-c2ccccc2)n1C,-12,-3
C[C@@H]([C@@H](O)c1ccccc1)N(C)C(=O)Cc1ccccc1,-9,.
CCn1c(C(O)c2cccc(OC)c2OC)nc2ccccc21 (centres undefined),18,-13
Cc1ccc(-c2noc(CN(C(=O)c3cccs3)C(C)C)n2)cc1,-14,13
COc1ccc(OC)c2sc(NC(=O)c3ccc(S(=O)(=O)N4CCOCC4)cc3)nc12,36,.
Cc1cc(NC(=O)CCN2C(=O)C3C4C=CC(C4)C3C2=O)c2ccccc2n1 (centres undefined),-51,-3
CC1=C(CO)C(=O)OC([C@@H](C)C2CC[C@H]3C4C[C@H]5O[C@]56[C@@H](O)C=CC(=O)[C@]6(C)C4CC[C@]23C)C1 (some centres undefined),4,.
CCOC(=O)c1cnc(-n2nc(C)cc2C)nc1N1CC(C)OC(C)C1 (centres undefined),-12,-5
CCOC(=O)N1CCN(C(=O)c2ccc3c(=O)n(CCc4ccccc4)c(=O)[nH]c3c2)CC1,7,-8
CCn1c(SCC(=O)N2CCCc3ccccc32)nnc1-c1cccs1,-14,-2

# Entries of single compounds, looked up by structure. Screens in order: RmlC RmlD mix | HIV RNase H inh
# O=C(CCc1ccc(S(=O)(=O)NC2CCCCC2)cc1)NCc1ccccc1 is entered as -12 | .
# COc1ccc(NC(=O)CSc2nc(C)cs2)cc1OC is entered as 4 | .

# A portion of the library, so the mix of outcomes need not match the whole.
